ADAM10 inh – human ADAM10 inhibitors, primary screen, biochemical, QFRET, HTS | Disintegrin and metalloproteinase domain-containing protein 10 (Homo sapiens), O14672 | AID 720582, 2013 | recombinant ADAM10, EDANS/DABCYL FRET peptide cleavage, 3 h | actives 0.62% (n = 370,000) | inhibition, % at 7 µM;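 active means inhibition above a per-campaign cutoff equal to the mean of compounds falling between control-based bounds plus 3 SD, cut at about 20% in these data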;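 further: 0% = DMSO wells while the 100% control is not disclosed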
rCAG binder – binders of r(CAG) RNA repeats, primary screen, biochemical, fluorescence; r(CAG) RNA repeat, TO-PRO-1 dye displacement fluorescence; inhibition, % at 3 µM; actives 1.3% (n = 370,000); AID 651821, 2012;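 active means inhibition above the plate cutoff, the mean of all test compounds on that plate plus 3 SD, cut at about 35% in these data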;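 further: 0% = DMSO alone and 100% = 100 µM mitoxantrone as full dye displacement; higher means more dye released from RNA so lower well fluorescence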
GC-A act – GC-A stimulated cGMP production enhancers – HEK293 GC-A cells, cGMP TR-FRET, EC30 ANP, primary screen; 0% at EC30 ANP, 100% saturating ANP; activation, % at 10 µM; actives 0.14% (n = 370,000); AID 1671463, 2021; Atrial natriuretic peptide receptor 1 (Homo sapiens), P16066; in the data active means activation above about 40%
Target sequence (P16066 whole entry, looked up): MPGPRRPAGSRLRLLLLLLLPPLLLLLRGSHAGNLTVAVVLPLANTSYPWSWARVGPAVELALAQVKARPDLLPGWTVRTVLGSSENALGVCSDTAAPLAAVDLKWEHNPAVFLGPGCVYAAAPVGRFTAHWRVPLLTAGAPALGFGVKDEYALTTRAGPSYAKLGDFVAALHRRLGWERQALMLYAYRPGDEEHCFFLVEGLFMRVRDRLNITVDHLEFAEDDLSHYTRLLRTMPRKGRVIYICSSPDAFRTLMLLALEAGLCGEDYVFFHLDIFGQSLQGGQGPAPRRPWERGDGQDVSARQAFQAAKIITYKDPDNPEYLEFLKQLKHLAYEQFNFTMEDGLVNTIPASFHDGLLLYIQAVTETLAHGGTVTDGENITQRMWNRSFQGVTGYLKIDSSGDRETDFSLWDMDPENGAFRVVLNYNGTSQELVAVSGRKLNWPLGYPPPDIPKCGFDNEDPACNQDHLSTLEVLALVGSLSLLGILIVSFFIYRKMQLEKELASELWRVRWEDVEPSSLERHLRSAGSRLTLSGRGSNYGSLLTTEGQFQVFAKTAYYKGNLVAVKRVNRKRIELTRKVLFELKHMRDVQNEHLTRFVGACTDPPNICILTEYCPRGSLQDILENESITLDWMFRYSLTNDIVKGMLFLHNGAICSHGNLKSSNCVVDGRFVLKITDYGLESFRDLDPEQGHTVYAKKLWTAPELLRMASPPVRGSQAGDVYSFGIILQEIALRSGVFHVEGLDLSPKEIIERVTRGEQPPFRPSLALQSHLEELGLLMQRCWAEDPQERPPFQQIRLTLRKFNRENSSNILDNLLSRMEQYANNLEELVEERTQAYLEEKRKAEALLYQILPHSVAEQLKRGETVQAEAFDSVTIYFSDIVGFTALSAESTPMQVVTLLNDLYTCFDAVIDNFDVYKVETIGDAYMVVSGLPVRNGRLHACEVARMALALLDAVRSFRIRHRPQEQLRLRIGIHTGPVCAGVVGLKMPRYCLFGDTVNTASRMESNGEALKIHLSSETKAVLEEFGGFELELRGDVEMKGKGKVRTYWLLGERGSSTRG
ARFGAP1 inh – inhibitors of rat ARFGAP1 GAP activity, primary screen, biochemical, fluorescence polarization, GDP tracer; Arfgap1-stimulated ARF1 GTP hydrolysis, GDP FP detection; ADP-ribosylation factor GTPase-activating protein 1 (Rattus norvegicus), Q62848; actives 0.26% (n = 360,000); AID 651572, 2012; inhibition, % at 16.5 µM;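 active means inhibition above a per-plate limit, mean inhibition of low control wells plus 3 SD, cut at about 25% in these data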;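 further: 0% = DMSO wells with enzyme and 100% = wells lacking Arfgap1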
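Replicates: Single well per compound | Assay system: Truncated rat Arfgap1 GAP domain | Control set: No-Arfgap1 wells (100%) versus DMSO full-reaction wells (0%) | Times: Enzyme reaction 120 min at 25 °C after 20 min preincubation | Reagent: Human ARF1(Δ1-17)-GTP substrate | Measured by: Tracer-displacement fluorescence polarization with EDTA stop, 620/688 nm | Measure: Percent inhibition of Arfgap1-stimulated GTP hydrolysis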
Tn6 DDE FP – inhibitors of Tn6 peptide binding to fibrin DD(E), primary screen, biochemical, fluorescence polarization, human fibrin, Tn6 probe | inhibition, % at 8.3 µM | actives 0.21% (n = 370,000) | Fibrin DD(E) TRITC-Tn6 fluorescence polarization displacement;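 active means inhibition above a per-campaign cutoff: mean of compounds within control limits plus 3 SD, cut at about 15% in these data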;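 further: 0% = median of all compound wells on the plate and 100% = blocking peptide control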
proKLK7 act – proKLK7 zymogen activators, primary screen, biochemical, fluorescence intensity; purified proKLK7, EDANS-DABCYL substrate fluorescence; 100% is mature enzyme control, 0% vehicle; activation, % at 7 µM; actives 0.9% (n = 370,000); AID 652039, 2013;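 active means activation above the mean of all tested compounds plus 3 SD, computed per campaign excluding outliers beyond control limits, cut at about 13% in these data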
sPLA2-III inh – human group III sPLA2 inhibitors, primary screen, biochemical, QFRET, BODIPY PC-A2 liposome substrate; QFRET BODIPY PC-A2 liposome hydrolysis, fluorescence; Group 3 secretory phospholipase A2 (Homo sapiens), Q9NZ20; actives 0.56% (n = 370,000); inhibition, % at 12.2 µM;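 active means inhibition above mean plus 3 SD of compounds lying within the high and low control bounds, cut at about 19% in these data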;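 further: 0% = median of test compound wells and 100% = no enzyme DMSO wells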
FXN GAA850 act – FXN promoter activators, primary screen, cell-based, luciferase luminescence, HEK293 lucGAA850 | actives 0.56% (n = 360,000) | HEK293 lucGAA850 FXN promoter luciferase reporter, 24 h; percent of 10 µM SAHA response | activation, % at 6 µM;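 active means activation above the average of all compounds screened plus 3 SD, cutoff fixed separately per campaign, cut at about 7.5% in these data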;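 further: 0% = DMSO wells and 100% = 10 µM SAHA wells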
GC-B act – human GC-B receptor activators, primary screen, HEK293 GC-B cells, cGMP TR-FRET, EC30 CNP | actives 0.11% (n = 370,000) | Atrial natriuretic peptide receptor 2 (Homo sapiens), P20594 | AID 1920062, 2024 | activation, % at 10 µM | 0% at EC30 CNP, 100% saturating CNP;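 active means activation at 10 µM reaching about 35% in either raw or pattern-adjusted values, limit read from the data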
ASAP1 inh – inhibitors of human ASAP1 ArfGAP activity, primary screen, biochemical, fluorescence polarization | AID 624377, 2012 | inhibition, % at 16.5 µM | ASAP1-stimulated ARF1 GTP hydrolysis, GDP FP detection | Arf-GAP with SH3 domain, ANK repeat and PH domain-containing protein 1 (Homo sapiens), … | actives 0.19% (n = 360,000); in the data active means inhibition above about 25%;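 further: 0% = vehicle with enzyme and substrate and 100% = no enzyme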
Active calls of the source: *; . = no result given.

SMILES	ADAM10 inh	rCAG binder	GC-A act	ARFGAP1 inh	Tn6 DDE FP	proKLK7 act	sPLA2-III inh	FXN GAA850 act	GC-B act	ASAP1 inh
O=C(NCN1C(=O)C2C3C=CC(C3)C2C1=O)Nc1nncs1 (stereo not drawn)	4	0	-7	6	-10	-0.5	9	-0.5	-4	-3
CC(=O)Oc1ccc(Cn2c(C)c(C(=O)NCc3ccc(C#N)cc3)sc2=O)cc1	4	2	-1	13	1	-0.1	-5	-1.6	4	-2
COc1cc(OC)cc(C(=O)NCC(=O)NCCN2C(=O)S/C(=C\c3ccccc3Cl)C2=O)c1	2	7	-13	-5	-2	0.4	-3	-0.3	-18	-4
Cn1ccnc1CC(O)(c1ccccc1)c1ccccc1	-3	-4	-9	-11	3	-0.4	1	-0.1	-8	10
O=C(Cc1ccccc1)N1CCCC1c1ccccc1 (stereo not drawn)	2	-3	-6	-7	4	-0.3	-5	-0.6	-5	-22
O=C(NCc1ccccc1)c1ccccc1C(=O)c1ncc[nH]1	1	-2	-1	-1	-4	0.2	2	0.4	-1	13
COc1ccc(/C=C2/C(=O)C(C)(C(C)C)CCC2C)cc1 (stereo not drawn)	3	-3	6	6	-1	0.7	3	-0.9	0	-7
O=C(C[C@H]1C[C@H](C(=O)N2CCOCC2)[C@@]2(CCC3CCCC3)c3[nH]c4cc(-c5ccco5)ccc4c3CCN2C1=O)NCc1ccco1	-340	14	-7	-10	-5	-6.7	-6	-0.1	-2	0
S=C(Nc1cccnc1)N1CCc2ccccc21	3	-3	3	-16	-3	-0.5	1	-0.1	1	-5
O=C(Cn1nnnc1CN1CCOCC1)N1CCC(c2cccc(Cl)c2)C1 (stereo not drawn)	-15	2	2	8	6	0.2	7	2.0	-1	16

Ordered by the number under FXN GAA850 act (falling): some entries from above.
structure,ADAM10 inh,GC-A act,ARFGAP1 inh,Tn6 DDE FP,proKLK7 act,sPLA2-III inh,FXN GAA850 act,GC-B act,ASAP1 inh
S=C(Nc1cccnc1)N1CCc2ccccc21,3,3,-16,-3,-0.5,1,-0.1,1,-5
COc1ccc(/C=C2/C(=O)C(C)(C(C)C)CCC2C)cc1 (stereo not drawn),3,6,6,-1,0.7,3,-0.9,0,-7
CC(=O)Oc1ccc(Cn2c(C)c(C(=O)NCc3ccc(C#N)cc3)sc2=O)cc1,4,-1,13,1,-0.1,-5,-1.6,4,-2

The listing picks up; the 2 compounds before the break are reprinted first.
SMILES	ADAM10 inh	rCAG binder	GC-A act	ARFGAP1 inh	Tn6 DDE FP	proKLK7 act	sPLA2-III inh	FXN GAA850 act	GC-B act	ASAP1 inh
S=C(Nc1cccnc1)N1CCc2ccccc21	3	-3	3	-16	-3	-0.5	1	-0.1	1	-5
O=C(Cn1nnnc1CN1CCOCC1)N1CCC(c2cccc(Cl)c2)C1 (stereo not drawn)	-15	2	2	8	6	0.2	7	2.0	-1	16
O=C(O)CC(c1ccccc1)n1cccc1 (stereo not drawn)	-8	-3	2	4	8	-0.2	1	0.5	5	1
COc1ccc(-c2oc(NC(=O)c3ccc(C)cc3)c(C#N)c2-c2ccc(OC)cc2)cc1	5	22	-2	-2	-9	-12	-15	1.8	9	2
CCOc1ccccc1NC(=O)COn1nnc2ccccc21	8	-3	1	-10	-6	-0.5	8	1.4	1	2
COc1cc2c(cc1OC)C(c1cc(OC)c(OC)c(OC)c1)NCC2 (stereo not drawn)	1	-2	-2	1	3	0.4	7	-1.1	5	-3
Cc1ccc(SCC(=O)N2CCOCC2)cc1	2	40*	0	-9	1	0.1	2	1.8	0	-3
O=C(CCl)NN1C(=O)NC2(CCCCC2)C1=O	-6	1	7	9	4	-0.3	8	1.8	1	5
COc1cc(OC)c(OC)cc1/C=N/NC(=O)c1cccc(S(=O)(=O)N2CCOCC2)c1	4	-2	6	0	2	1.6	5	0.1	1	2
CC(OCC(O)CN(C)CCOc1ccccc1)c1ccc(Cl)cc1 (stereo not drawn)	1	-7	-11	-18	-6	0.6	-5	-1.0	-10	3
COc1cc(-n2ccnc2SC)c(Cl)cc1Cl	5	-1	4	-6	-5	0.0	-1	2.5	2	3
Cc1ccccc1CSCCNC(=S)Nc1ccccc1	17	-2	3	-2	2	0.7	-13	0.5	4	5
CCOC(=O)N1CCN(C(=O)CN(c2ccccc2)S(C)(=O)=O)CC1	1	-2	-3	9	0	0.6	-1	-1.1	1	8
COc1cccc(NC(=O)CSc2nnc(C3CCCCC3)n2N)c1	-9	4	0	1	-3	0.1	-2	0.5	-2	12
COc1ccc(C(C)(C)C)cc1NC(=O)c1[nH]c(C)c(C(C)=O)c1C	3	2	0	1	-1	0.2	-5	-0.1	3	-8
Cc1ccc2c(CC(=O)NCC(=O)Nc3c(C)cccc3C)coc2c1	-9	1	-1	4	0	-0.1	5	2.3	-5	-11
COC(=O)c1sc(N)c(C(=O)OC)c1CSc1nc2sc3c(c2c(=O)n1C)CCC3	2	12	1	4	3	0.1	2	0.6	-3	-9
CC(CNC(=O)c1cncc(O)c1)NC(=O)c1cncc(O)c1 (stereo not drawn)	-22	7	-2	17	-1	-1.0	10	-3.0	4	15
CCCSc1nc(C)cc(C)c1S(C)(=O)=O	-1	-8	1	17	-13	-0.1	5	2.4	-2	1
CC(=O)NC1=C(C#N)C(c2ccccc2)c2c(ccc3ccccc23)O1 (stereo not drawn)	14	11	-19	4	6	0.4	-24	1.4	-10	13
CC(=O)Nc1ccc(S(=O)(=O)NCCC(=O)NNC(=O)c2ccncc2)cc1	1	2	1	-2	-3	0.1	-4	0.4	1	-3
C#CCN(C[C@H]1[C@H](OC(=O)Nc2c(C)noc2C)[C@H](OC(=O)Nc2c(C)noc2C)CN(C(=O)OC(C)C)N1C(=O)OC(C)C)S(=O)(=O)c1ccc(C)cc1	5	7	1	13	-6	0.4	-18	.	5	5
O=C(CSc1ncnc2sc3c(c12)CCCC3)N1CCC(c2noc3ccc(F)cc23)CC1	3	1	-1	-18	2	-0.2	3	-0.2	4	0
O=C(NCCC1=CCCCC1)C1CCN(S(=O)(=O)c2ccccc2C(F)(F)F)CC1	-2	-4	-3	-5	1	-0.1	4	0.0	3	13
O=S1(=O)N[C@H](Cc2ccccc2)COc2cc(N3CCC[C@H]3CO)ccc21	-10	1	5	-11	3	-0.5	5	.	0	-4
O=C(NCc1ccco1)c1cccc2c(-c3ccc(F)c(F)c3)coc12	9	5	7	10	-2	0.7	-11	1.9	11	-4
CC(C(=O)NC(C)(C)C)N1C(=O)c2cccc3cccc(c23)C1=O (stereo not drawn)	-404	5	-5	4	-3	-3.5	6	1.0	0	12
O=C(CN(Cc1ccco1)C(=O)Cn1nnc(-c2cccs2)n1)NCC1CCCO1 (stereo not drawn)	-4	2	-4	0	2	0.0	3	0.8	3	10
O=C(NC1CCN(Cc2ccccc2)CC1)c1c(F)cccc1F	-5	2	3	5	-2	-0.3	-2	2.9	3	6
Cc1cccc(CCN(CC(=O)NCc2ccc(F)cc2)C(=O)c2csnn2)c1	2	-1	-8	4	5	-0.1	-5	2.7	-3	-2
CC1=C(C(=O)N(C)C)CC(CC(=O)NCCN2CCOCC2)C(=O)N1Cc1ccc(F)cc1 (stereo not drawn)	-5	1	1	-3	-1	0.0	-3	1.4	3	11
CCOCC(=O)Nc1cccc(OC)c1	-10	-3	0	8	-2	-0.3	-1	1.1	3	11
Cc1ccc(C(=O)CCC(=O)Nc2cc(C)ccn2)cc1	-12	10	-5	16	-3	-0.3	6	0.5	-2	7
C[C@@H]1CN([C@H](C)CO)C(=O)CCCn2nncc2CO[C@H]1CN(C)C(=O)Nc1cccc(Oc2ccccn2)c1	-18	2	2	9	-11	-0.6	20*	-2.1	4	2
CC(Oc1ccc2c3c(c(=O)oc2c1)CCCC3)C(=O)NCc1ccccn1 (stereo not drawn)	-286	-4	-11	-17	-3	0.1	-1	-0.3	-8	-1
CC1CCN(C(=O)c2ccc(N3C(=O)C4CCC(C)CC4C3=O)cc2)CC1 (stereo not drawn)	-4	-13	1	-7	3	0.6	4	0.0	1	-10
O=C1C2C3C=CC([C@@H]2C(=O)N1C1CC1)[C@H]1C(=O)N(C2CC2)C(=O)C31 (stereo partly drawn)	3	-1	0	9	-7	-0.7	5	0.2	8	-13
Cc1ccc(-c2noc(C3CCN(C(=O)Nc4ccc(C#N)cc4)CC3)n2)o1	0	0	0	-1	5	-0.3	-9	-1.3	-2	4
COc1ccc(N2C(=O)CC(N3CCOCC3)C2=O)cc1 (stereo not drawn)	13	3	3	6	-5	-0.3	1	-1.6	-3	-3
CC(CC(=O)Nc1cc([N+](=O)[O-])ccc1Cl)c1ccccc1 (stereo not drawn)	-4	-1	-1	-4	-4	0.1	-2	-0.3	-1	3
CCOC(=O)c1c(CSc2ccccc2)oc2ccc(O)cc12	29*	4	-3	0	1	0.1	-41	1.9	-1	-1
COc1ccc(CNC(=O)c2cc(SC)ccc2Cl)cc1OC	-3	-4	0	10	2	0.6	5	-2.1	-1	-1
COc1ccc(C2CC(C(F)(F)F)n3nc(C(=O)NCCN4CCOCC4)cc3N2)cc1 (stereo not drawn)	-2	-8	5	3	7	-0.6	0	1.1	5	-7
CN1C2CCC1/C(=C\c1ccccc1)C(=O)/C2=C\c1ccccc1	-9	-5	-2	-1	-1	0.1	8	2.8	-3	0
Cc1ccc2nc(CSc3nnc4ccccn34)cc(=O)n2c1	-3	4	-5	7	6	0.2	-1	2.4	1	-4
CC(=O)Nc1cccc(NS(=O)(=O)c2ccccc2[N+](=O)[O-])c1	1	-1	2	3	2	0.0	2	0.8	6	10
O=C(CSc1nc2ccccc2o1)N1CCN(c2ccccc2)CC1	2	1	-6	-9	3	0.3	4	-0.9	0	-9
O=C1c2ccccc2C(c2nc3ccccc3[nH]2)N1Cc1ccco1 (stereo not drawn)	-27	3	-6	-14	7	0.0	5	.	-5	-7
COc1ccc(Cl)cc1NS(=O)(=O)c1cccc(C(=O)NCC(c2ccco2)N(C)C)c1 (stereo not drawn)	-5	2	2	6	-4	-0.6	-9	0.3	2	11
O=C(Nc1cc(S(=O)(=O)N2CCOCC2)ccc1-n1cncn1)c1ccc(Cl)cc1	-1	2	-6	-8	2	0.0	-8	1.2	0	2
O=C(NC1CCCCN(Cc2cccc(C(F)(F)F)c2)C1=O)c1cccc([N+](=O)[O-])c1 (stereo not drawn)	5	1	5	.	-3	-0.4	4	.	0	.
